Screens (PubChem)
CR mimetic SO – yeast age-related superoxide inhibition as caloric restriction mimetic | S. cerevisiae aged cells, superoxide DHE fluorescence; stronger effect = lower value | superoxide response (% of plate mean), % at 10 µM | 0.18% of 330,000 active;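 active = superoxide response under a set limit, about three screen SD below normal, cut at about 65% in these data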;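 note: yeast aged for seven days with compound at 30 °C before DHE staining; 100% = average MFI of all compound-treated wells on the plate with controls excluded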
proCasp7 act – activates human procaspase-7, counter-screen for procaspase-3 activators | P55210 | recombinant procaspase-7, Ac-DEVD-pNA absorbance 405 nm; D23A/D198A/D206A triple mutant, cannot self-cleave; scale: DMSO 0, 5 µM enzyme 100 | activation, % at 8.5 µM | 0.093% of 330,000 active;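 active = percent activation above the screen-wide mean plus 3 SD, cut at about 25% in these data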
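Assay system: Uncleavable procaspase-7 mutant enzyme; Input: 2 µM procaspase-7 mutant as dispensed; Also added: DEVD-pNA substrate; Medium: Zinc-free HEPES pH 7.4 with 300 mM NaCl, 0.01% Triton X-100; Timing: 1 h compound preincubation, 2 h substrate cleavage, 25 °C; Measured by: Epi-absorbance of released pNA at 405 nm, two timepoints.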
LAP4 TOR yeast – yeast TOR pathway LAP4-GFP modulation. GFP response vs DMSO, % at 10 µM. AID 2023. S. cerevisiae LAP4-GFP multiplex, flow cytometry GFP, 3 h; median GFP as percent of DMSO wells. 0.34% of 320,000 active;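 active = GFP response vs DMSO above a set limit, about the screen mean plus 3 SD, cut at about 150% in these data; inconclusive = under 70 cell events counted for the yeast strain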
MEP2 TOR yeast – yeast TOR pathway MEP2-GFP modulation. S. cerevisiae MEP2-GFP strain, flow cytometry GFP, 3 h; 100% = DMSO control level. GFP response vs DMSO, % at 10 µM. AID 2016. 0.51% of 330,000 active;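 active = GFP response versus DMSO above a set limit, roughly screen mean plus 3 SD, cut at about 180% in these data; inconclusive = fewer than 70 cells counted for a yeast strain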;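 note: median GFP fluorescence of the barcode-gated MEP2-GFP cells per well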
JMJD2C inh – blocks human GASC-1 demethylase activity | Q9H3R0 | GST-JMJD2C(1-420) H3K9me3 demethylation, DELFIA europium | inhibition, % at 2.35 µM | 0.069% of 330,000 active | AID 2099;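 active = more than half of a compound's replicate wells show inhibition beyond 50%, single wells judged on their own value; inconclusive = some, but no more than half, of replicates pass 50% inhibition; inactive = no replicate passes 50% inhibition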;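 note: signal counts dimethyl H3K9 product captured on neutravidin plate; 0% = median of DMSO wells and 100% = 0.3 times that DMSO median; strong numbers were not always called active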
AHR activator – human AHR activation; 2.5% of 320,000 active; P35869; AHR-responsive luciferase reporter cells, luminescence; activation, % at 5 µM; in the data active = activation above about 47%;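 note: 0% = vehicle wells and 100% = reference agonist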
Target sequence (P35869 whole entry, looked up): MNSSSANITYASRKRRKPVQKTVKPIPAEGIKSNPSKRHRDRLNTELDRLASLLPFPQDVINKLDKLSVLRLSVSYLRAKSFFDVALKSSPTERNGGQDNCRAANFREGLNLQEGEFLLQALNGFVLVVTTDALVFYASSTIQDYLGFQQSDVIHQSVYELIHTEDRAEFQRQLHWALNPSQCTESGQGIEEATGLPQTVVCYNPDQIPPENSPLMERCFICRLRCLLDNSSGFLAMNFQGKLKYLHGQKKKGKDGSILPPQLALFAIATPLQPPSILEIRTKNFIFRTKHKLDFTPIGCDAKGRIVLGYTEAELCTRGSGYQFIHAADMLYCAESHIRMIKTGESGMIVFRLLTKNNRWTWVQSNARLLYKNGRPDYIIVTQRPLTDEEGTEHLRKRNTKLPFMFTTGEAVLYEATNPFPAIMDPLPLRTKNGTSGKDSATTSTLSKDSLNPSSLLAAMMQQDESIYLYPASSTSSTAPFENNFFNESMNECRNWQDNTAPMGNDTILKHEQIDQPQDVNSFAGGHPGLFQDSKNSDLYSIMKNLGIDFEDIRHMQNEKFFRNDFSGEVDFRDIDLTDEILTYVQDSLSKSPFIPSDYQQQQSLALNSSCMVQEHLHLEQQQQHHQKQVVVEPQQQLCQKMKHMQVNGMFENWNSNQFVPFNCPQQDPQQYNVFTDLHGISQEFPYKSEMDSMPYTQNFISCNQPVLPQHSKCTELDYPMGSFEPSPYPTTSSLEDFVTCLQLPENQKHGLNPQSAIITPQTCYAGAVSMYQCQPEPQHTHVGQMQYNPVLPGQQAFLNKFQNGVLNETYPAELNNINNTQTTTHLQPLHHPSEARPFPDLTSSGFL
RPL19A-GFP yeast – alters RPL19A-GFP fluorescence in TOR pathway yeast screen; percent response vs DMSO, % at 10 µM; S. cerevisiae RPL19A-GFP strain, flow cytometry, 3 h; stronger effect = lower value; 0.3% of 330,000 active;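 active = percent response vs DMSO below 50%; inconclusive = fewer than 70 events counted for the yeast strain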;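 note: median channel GFP fluorescence of the barcoded RPL19A-GFP strain; ratio of sample median GFP to plate DMSO average so 100% = DMSO; lower means less RPL19A-GFP as with rapamycin TOR inhibition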
procasp3 activ – procaspase-3 (human) activation; 0.11% of 330,000 active; activation, % at 8.5 µM; P42574; recombinant procaspase-3 D3A, Ac-DEVD-pNA absorbance 405 nm;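 active = activation above the mean of all tested compounds plus 3 SD, cut at about 21% in these data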;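 note: 0% = DMSO alone and 100% = DMSO wells spiked with extra 5 µM PC-3 D3A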
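Test system: Procaspase-3 D3A mutant; medium: Zinc-free HEPES/NaCl buffer with 0.01% Triton X-100 at pH 7.4; reagent: DEVD-pNA substrate; doses: one concentration, 8.5 µM nominal, 0.8% DMSO; times: 1 h preincubation plus 2 h reaction at 25 °C; signal: Epi-absorbance at 405 nm of released p-nitroaniline, 0 and 120 min; replicates: singlicate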
* marks the source's active call; other numbers are inactive results; i = inactive; u = inconclusive; x = not tested or not shown; & = joins results of further samples.

The line under a structure holds: CR mimetic SO	proCasp7 act	LAP4 TOR yeast	MEP2 TOR yeast	JMJD2C inh	AHR activator	RPL19A-GFP yeast	procasp3 activ
COc1ccc(C2/C(=C(\O)c3cc(C)ccc3C)C(=O)C(=O)N2CCN(C)C)cc1OC (stereo not drawn)
  92	6	u	u	-26&-4	0	u	-3
CCOc1ccc(N2C(=O)C3C(C2=O)C3(c2ccccc2)c2ccccc2)cc1 (stereo not drawn)
  102	-1	96	103	9	-1	107	-3
CSCCC(NC(=O)COc1ccccc1)C(=O)N(C)CC(=O)Nc1ccc(Cl)cc1 (stereo not drawn)
  115	-1	115	102	1	7	94	-2
Cn1c(=O)c2c(nc(SCC(=O)Nc3ccccc3N3CCCCC3)n2C)n(C)c1=O
  112	-4	106	104	1	-1	107	6
CC(C)Oc1cccc(C(=O)Nc2ccc(Br)cc2F)c1
  104	-4	100	94	7	4	103	0
Cc1ccc2c(c1)N(C(=O)CCC(=O)NCCCN(C)Cc1ccccc1)CCO2
  105	-5	108	100	0	1	100	5
CSCCC(NC(=O)c1ccccc1)C(=O)N/N=C(\C)Cc1ccccc1 (stereo not drawn)
  77	x	71	106	2	x	115	x
CCN(c1ccccc1)S(=O)(=O)c1ccc(C(=O)N2CCN(c3ccccc3)CC2)cc1
  88	12	100	98	-1	1	97	-6
O=C(C[C@@H]1C/C=C\CC[C@@H](Cc2ccc(F)cc2)C(=O)OC[C@@H]2CCCN2C1=O)NCCO
  106	-6	103	100	x	0	98	7
Cn1cc(CN2CCC[C@H]2CO)c(-c2cccc(Cl)c2)n1
  91	3	102	93	-16	3	96	1
CC1=NN(S(=O)(=O)c2ccc(F)cc2)C(=O)c2ccccc2O1
  93	-3	102	106	u	1	101	-1
CCO[C@H]1OC(C(=O)O)=C[C@@H](c2coc3ccccc3c2=O)[C@@H]1CCCO
  x	-9	x	x	-5	0	x	2
CCN(c1ccc(F)cc1)S(=O)(=O)c1cccc2nsnc12
  96	-2	84	107	4	1	105	-1
CCOC(=O)c1cc2sc(C)cc2n1CC(=O)NCCc1ccccc1
  108	3	100	104	3	3	102	1
O=C(NCc1cccc(Cl)c1)C1CCC(=O)N(CCN2CCOCC2)C1 (stereo not drawn)
  103	14	95	97	1	-3	106	-2
Cc1cccc(-c2cc3nc(C)cc(NCCCn4ccnc4)n3n2)c1
  94	6	103	99	-4	48*	99	-7
O=C(CC(NC(=O)C(F)(F)F)c1ccccc1)Nc1nnc(CCc2ccccc2)s1 (stereo not drawn)
  96	-9	93	99	-1	11	100	-4
COC(=O)C1=C(C)N(c2ccc(F)c(Cl)c2)C(=O)C1
  96	-6	102	105	48	-7	102	0
O=C(Nc1ccccn1)c1c(O)c2cccc3c2n(c1=O)CCC3
  102	13	74	82	0	27	103	-1
CN(C)C(CNC(=O)c1ccc(S(=O)(=O)Nc2ccccc2)cc1)c1ccco1 (stereo not drawn)
  99	-1	106	99	2	-2	98	3
COc1ccc(OC)c(NC(=O)CSc2nc3nc(C)cc(C)n3n2)c1
  101	2	98	93	-15	13	91	8
CCCc1nnc(NC(=O)CCC(=O)Nc2ccc(F)cc2)s1
  89	-4	96	105	-1	0	106	2
N#CCCn1cc(C(=O)Nc2ccccn2)c(-c2ccccc2)n1
  100	10	92	103	-5	0	103	6
CCn1c2ccccc2c2cc(C3N=C(N)Nc4nc5ccccc5n43)ccc21 (stereo not drawn)
  97	-5	91	91	4	3	95	3
Cc1c(C(=O)NC2=NCCS2)cccc1[N+](=O)[O-]
  118	7	99	115	10	1	106	-1
COc1ccc(N2CCN(S(=O)(=O)c3ccc(Cl)s3)CC2)cc1
  96	-3	117	100	-18	0	96	-7
Cc1ccc(CSc2nc3c(c(SCC(=O)O)n2)CCCC3)cc1
  121	12	102	100	-2	-1	99	1
COc1cccc(CN(CC2CCCO2)C(=O)c2cc3ccccc3oc2=O)c1 (stereo not drawn)
  104	14	110	98	3	-2	96	1
COc1ccccc1N1CCN(c2cc(=O)n(Cc3ccc(F)cc3)c(=O)[nH]2)CC1
  86	10	110	117	7	1	99	-2
CCc1ccccc1NC(=O)CN(C)Cc1c(O)ccc2ccccc12
  131	-24	81	102	-4	22	103	-18
CCOC(=O)C1CCCN(C(=O)c2ccc3oc(Cc4ccccc4)nc3c2)C1 (stereo not drawn)
  109	4	110	102	0	3	96	-1
CC/C(=N\n1nnnc1Nc1ccccc1)c1ccccc1
  92	7	100	98	-8	8	98	1
CC(=O)c1c(C)nc(-c2ccc(Cl)cc2)nc1N
  89	1	109	97	-7	92*	86	7
COc1cc(/C=N/NC(=S)NC2CC3C=CC2C3)cc(OC)c1OC (stereo not drawn)
  93	4	118	109	-3	11	102	1
Cc1ccc2c(c1)cc1c(=O)n(CC(=O)N(C)c3ccccc3)nc(C)n12
  80	3	93	96	6	1	96	0
O=C1CN(C(=O)c2cc(Br)c(Br)s2)c2ccccc2N1
  104	-5	95	95	-4	13	97	-3
O=C(Nc1ccc(S(=O)(=O)Nc2ccccn2)cc1)c1cccc(Cl)c1
  103	6	103	102	i	-2	101	-1
CC(=O)N/C(=C\c1ccccc1)C(=O)OCC(=O)N(CC(C)C)c1c(N)n(Cc2ccccc2)c(=O)[nH]c1=O
  140	2	108	103	-14	3	97	-1
CCSc1ncnc2c(C#N)c3n(c12)CCCCC3
  126	-2	108	101	-5	5	x	-3
O=C(c1nnc(Cc2ccc(Cl)cc2)o1)N1CCOCC1
  103	-1	104	100	16	-4	100	2
NC1=NC[C@H](Cc2ccccc2)N1CC1CCCCC1
  95	4	120	92	-9	0	102	-6
Cc1cc(N2C(=O)C(O)=C(C(=O)c3cc4ccccc4o3)C2c2cccs2)no1 (stereo not drawn)
  178	-35	98	100	2	10	102	-18
CCCCNS(=O)(=O)c1ccc2nc(-c3cccnc3)cc(C(=O)NCC(OC)OC)c2c1
  96	1	98	110	-3	2	106	1
CCCC1CC(C)(C(=O)CSc2n[nH]c(-c3ccccc3)n2)OC1=O (stereo not drawn)
  101	6	98	98	-3	1	97	3
O=C(COc1ccc2ccccc2c1Br)NNC(=O)Nc1ccccc1
  114	-9	103	101	20	3	101	-2
Cc1ccc(-c2nn(-c3ccccc3Cl)cc2C(=O)NCC2CCCO2)cc1 (stereo not drawn)
  92	2	117	100	-2	4	101	-3
CCCC(=O)N(Cc1cc(=O)[nH]c2ccccc12)c1ccc(C)cc1C
  100	x	98	109	6	x	110	x
CCOc1ccc(Br)cc1S(=O)(=O)Nc1ccc(C(=O)OC(C)C(=O)N(C)c2ccccc2)cc1 (stereo not drawn)
  115	1	86	96	-1	3	99	-8
COc1ccc2sc(NC(=O)CC(C)C)nc2c1
  81	-8	141	104	37	0	106	5
NS(=O)(=O)c1cccc(NC(=O)c2cccnc2Oc2ccccc2)c1
  100	3	108	104	-3	1	103	0
COCCNC(=S)N1CCN(c2nc3ccccc3s2)CC1
  100	9	114	108	-11	-1	113	5
COc1ccc(N2C(N)=C(C#N)C(c3ccsc3)C3=C2CCCC3=O)c(OC)c1 (stereo not drawn)
  107	-11	x	x	-5	21	x	-3
O=C(Nc1csc(Cl)c1)c1ccccc1
  84	-1	113	103	-5	8	101	-18
c1ccc2[nH]c(NCCCN3CCOCC3)nc2c1
  103	5	102	102	9	2	98	0
COc1cccc(NC(=O)Cc2csc(NC(=O)Nc3ccccc3OC)n2)c1
  107	1	109	100	1	13	95	7
CCC(C)c1ccc(OCCn2cc(/C=N/NC(=O)CSc3nnc(C)s3)c3ccccc32)cc1 (stereo not drawn)
  96	6	97	102	11	18	103	7
COCCn1c(=N)c(C(=O)NCc2ccco2)cc2c(=O)n3cc(C)ccc3nc21
  103	-26	100	109	2	0	102	-21
COC1CCN(C(=O)c2ccc3oc(C(C)C)nc3c2)CC1
  111	1	94	96	13	2	98	9
COc1ccc(/C=C(\C#N)C(=O)OCC(=O)NC2CC2)cc1
  94	4	105	108	-43	-1	94	-8
COc1cccc(C2=CC(=O)CC(C)(C)C2)c1
  110	3	109	88	-3	-1	98	-8

(list continues)
The line under a structure holds: CR mimetic SO	proCasp7 act	LAP4 TOR yeast	MEP2 TOR yeast	JMJD2C inh	AHR activator	RPL19A-GFP yeast	procasp3 activ
O=C(NCCSCc1ccco1)Nc1ccc(Cl)cc1
  94	4	100	103	3	16	100	-3
COC(=O)c1sc2nc3c(c(-c4cccs4)c2c1N)CCCC3
  100	-7	105	103	4	-1	101	12
Cc1c(/C=N/N=C2\CCC3C4CCc5cc(O)ccc5C4CCC23C)cnn1C (stereo not drawn)
  92	3	106	100	-1	2	98	8
Oc1[nH]c2ccccc2c1/C=N/c1nccs1
  107	-9	103	98	-5	53*	87	-28
O=C(O)CN1C(=O)COc2cc(S(=O)(=O)N3CCCC3)ccc21
  89	9	103	106	3	0	101	5
O=C(C(=O)c1ccc(O)cc1)c1ccccc1
  101	4	93	98	1	2	100	6
O=C(NC(=S)Nc1nc2c(ccc3ccccc32)s1)c1cccs1
  101	-8	88	96	-11	67*	103	-8
COc1ccc(N2CCN(S(=O)(=O)c3cccc4nsnc34)CC2)cc1
  96	-7	91	93	-2	-1	91	-3
O=C(NCc1ccccc1CN1CCCC1)c1cc2ccccc2o1
  110	0	100	101	7	18	98	8
CSc1ccccc1NC(=O)CN(c1ccccc1)S(=O)(=O)N(C)C
  93	2	102	103	-8	3	104	-1
COc1cc(C(=O)NC2=NCCS2)ccc1OCc1c(C)noc1C
  111	5	119	102	12	1	106	5
CCN(CC)CCN1c2ccccc2Sc2ccccc21
  98	-3	100	104	2	-4	102	8
Cc1ccccc1OCc1nnc(SCC(=O)Nc2ccc(N3CCOCC3)cc2)n1C
  100	-5	90	96	-9	5	103	-11
COC(=O)c1ccc2nc(Nc3nc4c(F)cc(F)cc4s3)sc2c1
  89	4	95	98	13	-6	99	-5
CCc1nnc(NC(=O)Cn2nnc(-c3ccccc3F)n2)s1
  142	2	99	99	-2	-1	97	-5
CC(C)Cn1c(CN2CCN(c3ccccc3F)CC2)nc2c1c(=O)[nH]c(=O)n2C
  88	13	90	100	3	-3	98	2
CCOC(=O)c1c(NC(=O)CCS(=O)(=O)c2ccccc2)sc2c1CCN(C)C2
  106	16	111	112	5	1	103	8
O=C(N/N=C/c1ccc[nH]1)c1ccccc1OCc1ccc(F)cc1
  96	-4	95	93	6	0	99	3
Cc1ccc(C(=O)NCCN2C3=NC[C@H](C(C)C)N3C[C@H]2Cc2ccc(O)cc2)cc1Br
  88	-3	141	95	-4	5	99	16
CC(=O)Oc1cccc(N2C(=O)c3cccc4c([N+](=O)[O-])ccc(c34)C2=O)c1
  97	-1	178*	227*	3	-1	112	-9

The order is random; about 3.8% have a hit in one of these screens.
